TEAD-YAP block: TEAD-YAP interaction inhibition; HEK-TIYL cells, TEAD-Gal4/YAP UAS-luciferase luminescence; inhibition, % at 9.12 µM; actives 1.4% (n = 640,000); AID 1259422; in the data active = inhibition above about 32%;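 note: 0% = median of test compound wells and 100% = reference inhibitor wells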
FBW7 act: human FBW7 E3 ligase activation, primary screen. AlphaScreen FBW7–phospho-cyclin E peptide binding, activator screen. normalized activity (activation), % at 26.1 µM. actives 0.13% (n = 650,000). AID 1259310; in the data active = normalized activity above about 1.9%;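 note: purified mutant Fbw7 with reduced substrate affinity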
Target sequence (Q969H0 whole entry, looked up): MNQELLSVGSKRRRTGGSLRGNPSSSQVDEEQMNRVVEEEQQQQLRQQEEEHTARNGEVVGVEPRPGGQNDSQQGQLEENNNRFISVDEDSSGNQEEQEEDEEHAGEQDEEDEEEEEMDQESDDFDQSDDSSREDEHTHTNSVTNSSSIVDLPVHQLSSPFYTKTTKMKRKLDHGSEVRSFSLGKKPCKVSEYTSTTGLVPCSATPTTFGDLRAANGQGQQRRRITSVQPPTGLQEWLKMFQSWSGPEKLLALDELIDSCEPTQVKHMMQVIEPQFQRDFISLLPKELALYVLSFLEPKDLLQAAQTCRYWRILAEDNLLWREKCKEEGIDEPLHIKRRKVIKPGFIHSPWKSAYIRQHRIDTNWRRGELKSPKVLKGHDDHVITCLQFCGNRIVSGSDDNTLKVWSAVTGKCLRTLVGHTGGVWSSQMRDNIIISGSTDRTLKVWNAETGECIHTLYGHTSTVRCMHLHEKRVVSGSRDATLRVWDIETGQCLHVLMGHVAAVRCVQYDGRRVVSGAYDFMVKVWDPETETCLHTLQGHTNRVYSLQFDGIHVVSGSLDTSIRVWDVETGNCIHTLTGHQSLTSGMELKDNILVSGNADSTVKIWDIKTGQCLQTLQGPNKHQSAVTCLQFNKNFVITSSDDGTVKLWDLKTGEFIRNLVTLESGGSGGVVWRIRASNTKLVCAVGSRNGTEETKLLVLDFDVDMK
MITF inh: blocks human microphthalmia-associated transcription factor; inhibition, % at 2.6 µM; AID 1259374; actives 0.91% (n = 650,000); AlphaScreen MITF homodimerization, bead proximity signal; O75030; in the data active = inhibition above about 50%;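 note: 0% = vehicle wells with protein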
GPR151 ag: activates the human receptor GPR151; PathHunter beta-arrestin GPR151 cells, luminescence; Q8TDV0; activation, % at 11.2 µM; actives 1% (n = 650,000); AID 1508602; in the data active = activation above about 4.9%;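 note: 0% = median of compound wells and 100% = cells with positive control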
* = called active by the depositor; & = joins results of further samples.

SMILES | TEAD-YAP block | FBW7 act | MITF inh | GPR151 ag
Cc1c(C(=O)N2CCN(c3ccccn3)CC2)sc2nc[nH]c(=O)c12 | 8 | -0.1 | 9 | 0.1
C/C(=N/N=C1/NC(=O)CC(C(=O)O)S1)c1ccc(Cl)cc1 (centres undefined) | -7 | 0.0 | 4 | -0.4
O=C(Nc1cccc(CO)c1)C(F)(F)F | -7 | 0.0 | -10 | 3.9
Clc1ccccc1CN1CCOc2ccc(CN3CCOCC3)cc2C1 | 2 | 0.0 | 5 | 1.9
CN1CCNC(=O)C1CC(=O)NCc1ccc(Cl)cc1 (centres undefined) | -4 | 0.0 | -11 | 0.9
O=C(Nc1ccc(NC(=O)c2ccc([N+](=O)[O-])o2)cc1)c1ccccc1 | 17 | 0.0 | 19 | -0.9
COc1ccc(N2CCN(c3ncnc4c3c(-c3ccccc3)cn4-c3cccc(Cl)c3)CC2)cc1 | -1 | -0.1 | 9 | -0.9
CCc1ccc(S(=O)(=O)n2cnc3cc(C)c(C)cc32)cc1 | 31 | 0.5 | 17 | -0.5
COc1ccc(CN2CCCC(O)C2)c(OC)c1OC (centres undefined) | 10 | -0.1 | 4 | -0.6
O=C1c2ccccc2C(O)C1N=c1c(=O)c2ccccc2c1=O (centres undefined) | 5 | 0.1 | 5 | -1.0
Cn1ccnc1SCC(=O)Nc1ncccn1 | 3 | 0.1 | 3 | -0.1
CCc1ccc(C(=O)CSC2=C(C#N)C(c3ccco3)C(C(C)=O)=C(C)N2)cc1 (centres undefined) | 8 | 0.2 | 19 | 0.2
CCn1c(O)c(C=NCc2cccs2)c(=O)n(CC)c1=S | 13 | -0.1 | 7 | -1.7
O=C(NCc1n[nH]c(=S)n1-c1cccc(Cl)c1)c1ccc(S(=O)(=O)N2CCCC2)cc1 | 5 | -0.1 | -15 | 0.4
O=C(CCCC(=O)c1ccccc1)NCc1ccco1 | -2 | -0.1 | 6 | -0.3

Some of the entries so far, as labelled records.
SMILES: O=C(Nc1ccc(NC(=O)c2ccc([N+](=O)[O-])o2)cc1)c1ccccc1
  TEAD-YAP block: 17 | FBW7 act: 0.0 | MITF inh: 19 | GPR151 ag: -0.9
SMILES: COc1ccc(N2CCN(c3ncnc4c3c(-c3ccccc3)cn4-c3cccc(Cl)c3)CC2)cc1
  TEAD-YAP block: -1 | FBW7 act: -0.1 | MITF inh: 9 | GPR151 ag: -0.9
SMILES: CCc1ccc(S(=O)(=O)n2cnc3cc(C)c(C)cc32)cc1
  TEAD-YAP block: 31 | FBW7 act: 0.5 | MITF inh: 17 | GPR151 ag: -0.5
SMILES: COc1ccc(CN2CCCC(O)C2)c(OC)c1OC (centres undefined)
  TEAD-YAP block: 10 | FBW7 act: -0.1 | MITF inh: 4 | GPR151 ag: -0.6

Next section:
SMILES | TEAD-YAP block | FBW7 act | MITF inh | GPR151 ag
CCOC(=O)CNS(=O)(=O)c1cc(-c2nnc(Nc3cccc(Cl)c3)c3ccccc23)ccc1C | 0 | 0.0 | -3 | -0.2
Cc1cccc(-n2nc3c(c2NC(=O)COc2ccc(Cl)cc2)CSC3)c1C | 5 | 0.9 | 14 | -0.5
CCOc1cccc(/C=C2/C(=O)NN(c3cc(Cl)cc(Cl)c3)C2=O)c1O | 0 | 0.0 | 13 | -1.8
CCCC(=O)Nc1cnc(NC(=O)CC)cc1C | -1 | 0.5 | -6 | 0.1
CN(C(=O)CCl)c1nc(-c2ccc(F)cc2)cs1 | -2 | -0.1 | -4 | 6.1*
CCOC(=O)C1(Cc2cccc(OC)c2)CCN(C(C)COC)CC1 (centres undefined) | 15 | 0.1 | 3 | 1.4
CCN(CC)c1ccc(CN2CCCCC2)cc1 | -10 | 0.0 | 15 | -0.7
O=C(Nc1ccncc1NC(=O)c1ccc(S(=O)(=O)N2CCCCCC2)cc1)c1ccc(S(=O)(=O)N2CCCCCC2)cc1 | -12 | -0.1 | 7 | -0.9
NC(=O)c1oc2ccccc2c1NC(=O)c1ccc(F)cc1 | 12 | -0.1 | -5 | -0.9
O=C(O)CCCNC(=O)c1cccc(Br)c1 | 1 | 0.0 | -12 | 0.2
CCCCN(CCCC)Cc1c(C(=O)OC(C)C)nnn1-c1nonc1N | 4 | 0.0 | -3 | 2.3
COc1ccc(C(=O)Nc2c3c(nn2-c2ccccc2C)CS(=O)C3)cc1OC (centres undefined) | 1 | -0.1 | 12 | -0.3
O=C(O)c1cccc(NC(=O)c2ccc3c(c2)C(=O)N(Cc2cccnc2)C3=O)c1 | 6 | 0.0 | 13 | 0.4
Cc1c(C(=O)Nc2ccc(F)c(Cl)c2)sc2ncn(CC(=O)N3CCCC3)c(=O)c12 | -5 | 0.2 | 8 | 0.0
C=CCO[C@H]1[C@H](NC(=O)COC)c2ccccc2C12CCN(Cc1cccc(C)c1)CC2 | 5 | -0.2 | 0 | 1.0
Cc1cc(C(F)(F)F)c2c(NCc3cccc4cccnc34)n[nH]c2n1 | -23 | 0.1 | 1 | 0.2
CCN(CC)c1nc(NCc2nc3ccccc3[nH]2)nc(Nc2nc3ccccc3n2C)n1 | -1 | 0.0 | -16 | -0.4
Cc1nc(SCc2ccc(CSc3n[nH]c(C)n3)cc2)n[nH]1 | 83* | 0.2 | 6 | -6.8
CC1(C)O[C@@H]2[C@@H](CO[C@@]3(COS(N)(=O)=O)OC(C)(C)O[C@@H]23)O1 | 3 | 0.0&0.0 | 6&-1 | -1.1&2.5
COc1ccc(C(=O)NCCc2c(C)[nH]c3c(C)cccc23)cc1OC | 1 | 0.0 | -1 | -0.5
Brc1ccc(-n2cccc2)cc1 | 10 | 0.0 | 6 | -0.5
CCOc1ccc(C(=O)N2N=C(C(F)F)CC2(O)C(F)F)cc1 (centres undefined) | -2 | 0.2 | -6 | 0.2
C/C(=N\NC(=O)COc1cccc(C)c1)c1ccc(Br)cc1 | 11 | 0.3 | 19 | -0.8
NC1CCC(C(=O)Nc2ccc3[nH]ncc3c2)CC1 (centres undefined) | -2&-1 | -0.2&-0.2 | 20&8 | 0.0&-0.1
CCOc1ccccc1NC(=O)c1ccc(F)c(S(=O)(=O)N2CCN(c3ccc(F)cc3)CC2)c1 | 0 | -0.2 | -2 | -0.4
CCC(C)NC(=O)c1ccc(CN2CCc3ccccc3C2)cc1 (centres undefined) | 4 | 0.1 | 16 | -0.4
Cc1ccc(S(=O)(=O)N2CCCC2NC(=O)NC2=NCCS2)cc1 (centres undefined) | 5 | 0.5 | 3 | 0.2
C#CC(C)(CC)NC(=O)CN1c2cccc3cccc(c23)S1(=O)=O (centres undefined) | -10 | 0.0 | 3 | 0.1
COCCN(CCOC)Cc1c(C)[nH]c2ccccc2c1=O | 2 | -0.2 | -8 | -0.7
O=C1NC2(CCN(Cc3c(O)ccc4ccccc34)CC2)Oc2ccccc21 | -7 | -0.1 | -17 | -2.1
C/C(CC(=O)NCc1ccco1)=N\NC(=O)c1ccc([N+](=O)[O-])cc1Cl | 3 | -0.3 | 11 | 0.5
Cc1ccc2c(c1)c(-c1ccccc1)c(-c1ccccc1)n2CC(O)CNCCc1ccccc1 (centres undefined) | -15 | -0.7 | 21 | 2.7
COc1ccc(OCC(=O)Nc2ccc(N3CCC(C)CC3)cc2)cc1 | -8 | 0.1 | 7 | 2.1
NS(=O)(=O)c1ccc(CNS(=O)(=O)c2ccc(Cl)nc2)cc1 | 4 | 0.0 | -3 | -0.8
CCOC(=O)C1=C(C)NC(=O)NC1c1ccc(Cl)cc1Cl (centres undefined) | -2 | 0.3 | 10 | -1.2
O=C(Cc1ccccc1)N/N=C/C1CC=CCC1 (centres undefined) | -9 | 0.1 | 10 | 2.2
CC#CC(=O)N1CCC(C2(Cc3ccccc3Cl)NC(=O)N(CCOC)C2=O)CC1 (centres undefined) | -3 | 0.0 | 5 | -0.8
CC(=O)Nc1ccc(NC(=O)CCCOc2ccc(C(C)=O)cc2)cc1 | 5 | 0.0 | 2 | 2.3
C=CCOc1ccc(/C=C2/N=C(c3ccccc3)OC2=O)cc1OC | -7 | 0.0 | 3 | 0.9
O=C(Nc1ccc(Cl)cc1)O/N=C/c1ccc([N+](=O)[O-])cc1 | -3 | 0.2 | 14 | -0.2
CC(=O)NC(C)c1nc2cccnc2n1C(C)C (centres undefined) | -9 | 0.0 | 3 | -0.4
COC1(C(F)(F)F)NC(=O)N(C2CCCCC2)C1=O (centres undefined) | 5 | 0.0 | 19 | 0.0
CCOc1ccccc1C(=O)NCCc1cc2ccc(OC)cc2[nH]c1=O | 18 | -0.1 | 24 | -0.8
CCCC/C(C)=N/NC(=O)C(=O)Nc1ccc(C)cc1 | 9 | 0.3 | 5 | 1.5
C[N+]1(CCNC(=O)/C=N\O)CCCCC1 | 0 | -0.1 | -4 | -0.1
COc1ccccc1OCCSc1nc2ccccc2[nH]1 | -33 | 0.0 | -5 | -0.5
Cc1ccc(C(=O)O/N=C(\N)c2ccc(Br)cc2)cc1[N+](=O)[O-] | -4 | 0.2 | -21 | -0.3
O=S(=O)(NCc1ccc(F)cc1)c1cccc2cccnc12 | 3 | -0.1 | 0 | 0.5
COc1ccccc1OCc1nc2c3ccccc3nc(=S)n2[nH]1 | 0 | -0.2 | 14 | -0.5
COc1ccc(-n2cnnc2SCc2nnc(-c3cccs3)o2)cc1 | 3 | 0.2 | 8 | 2.2
CC1(C)CC2(C=CC(=O)c3ccccc32)/C(=C/C(N)=O)N1 (centres undefined) | 0 | -0.1 | -13 | 0.2
CCOC(=O)c1cnc2ccc(OCC)cc2c1Nc1ccc(OCC)cc1 | -9 | 0.5 | 25 | 0.4
CCc1ccc(OCC2c3cc(OC)c(OC)cc3CCN2C(=O)c2ccccc2)cc1 (centres undefined) | -9 | -0.1 | 7 | 0.2
COc1cc2[nH]c(=S)nc(NCCCN3CCOCC3)c2cc1OC | -20 | -0.1 | -7 | 0.8
Cc1ccc2nc(/N=C(\N)NC(=O)Cc3ccccc3)nc(C)c2c1 | -10 | -0.2 | -9 | 1.7
O=C(C1=C(Nc2ccccc2)C(=O)N(c2ccccc2)C1c1cccc([N+](=O)[O-])c1)c1ccccc1 (centres undefined) | -9 | 0.1 | 0 | 0.7
CC(=O)Nc1ccc(CN2CCOc3ccc(C(O)C(C)C)cc3C2)cc1 (centres undefined) | 0 | 0.0 | 11 | -1.2
Cc1ccc(C2=NC(NC(=O)c3ccccc3F)(C(F)(F)F)C(=O)N2)cc1 (centres undefined) | 6 | 0.4 | 8 | -1.0
O=C(Cn1ncc2c(=O)oc3ccccc3c21)NCc1cccs1 | 6 | 0.0 | -2 | -0.5
COCCn1nnnc1C(CC(C)C)N1CCN(c2ccccc2OC)CC1 (centres undefined) | 3 | 0.0 | 5 | 1.2
Later entries.
SMILES | TEAD-YAP block | FBW7 act | MITF inh | GPR151 ag
Cc1cc(OCCCCOc2ccc(S(N)(=O)=O)c(C)c2)ccc1S(N)(=O)=O | 7 | 0.0 | 11 | 0.4
Cc1ccc(NC(=O)CSc2nc3c(c(=O)n2C)SC(C)C3)c(C)c1 (centres undefined) | 3 | 0.4 | 9 | 1.3
CC(=O)N1N=C(c2cnccn2)OC12CCC(C(C)(C)C)CC2 (centres undefined) | -6 | -0.5 | 2 | 0.3
O=C(N/N=C/c1cccnc1)c1ccc(Br)cc1 | -17 | 0.0 | -14 | -1.7
CC1=C(C#N)C(=O)C(Nc2ncccc2C)(C(F)(F)F)N1 (centres undefined) | 1 | 0.7 | 3 | -1.2
CN1C(=O)c2cccc(NC(=O)C3COc4ccccc4O3)c2C1=O (centres undefined) | 8 | 0.3 | 14 | -0.3
CN(C)CCNC(=O)C(=O)NCC1OCCN1S(=O)(=O)c1cccs1 (centres undefined) | 6 | 1.2 | -16 | 6.3*
O=C(O)CN(CC(=O)O)c1ccccc1 | -2 | 0.1 | 11 | 0.5
CC1CC(C)CN(C(=O)c2ccc(Sc3ccc(Br)cc3)c([N+](=O)[O-])c2)C1 (centres undefined) | -13 | -0.3 | 1 | 2.7
Cc1ccc(S(=O)(=O)NNC(=O)c2ccc(F)cc2)cc1 | 2 | -0.1 | -6 | -0.7
COc1cc(Nc2ncc(C(=O)NC3CCN(Cc4ccccc4)CC3)s2)cc(OC)c1OC | -12 | -0.1 | 1 | 1.4
O=C(CC1SC(=Nc2ccccc2)N(S(=O)(=O)c2ccccc2)C1=O)Nc1ccccc1 (centres undefined) | 5 | 0.7 | 15 | 0.5
CC(C)(O)C1CC(c2ccccc2)=NN1c1ccccc1 (centres undefined) | 1 | 0.6 | -16 | -0.8
C/C(N)=C(/C#N)C(=O)COC(=O)c1cn(-c2ccccc2)nc1-c1ccccc1 | 0 | 0.3 | 13 | -1.4

Retrieved by compound from the entries so far (five):
SMILES | TEAD-YAP block | FBW7 act | MITF inh | GPR151 ag
O=C(N/N=C/c1cccnc1)c1ccc(Br)cc1 | -17 | 0.0 | -14 | -1.7
Cc1cc(OCCCCOc2ccc(S(N)(=O)=O)c(C)c2)ccc1S(N)(=O)=O | 7 | 0.0 | 11 | 0.4
CN(C)CCNC(=O)C(=O)NCC1OCCN1S(=O)(=O)c1cccs1 (centres undefined) | 6 | 1.2 | -16 | 6.3*
O=C(O)CN(CC(=O)O)c1ccccc1 | -2 | 0.1 | 11 | 0.5
O=C(CC1SC(=Nc2ccccc2)N(S(=O)(=O)c2ccccc2)C1=O)Nc1ccccc1 (centres undefined) | 5 | 0.7 | 15 | 0.5

Screening data from PubChem BioAssay.
